Screening results deposited in PubChem BioAssay by several laboratories.
HCT116 PTEN-null: suppresses growth of cells with PTEN deletion | HCT116 PTEN-null viability, CellTiter-Glo, 60 h; hits give low values | viability, % at 10 µM | actives 1.2% (n = 140,000);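 active = viability at or below a set limit, 4 SD under the median of all tested compounds, cut at about 3.7% in these data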;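 also: PTEN knockout HCT116 line with beta catenin targeted HCT116 as companion control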
Yeast lifespan up: extends the lifespan of yeast; inhibition of the nicotinamide effect, % at 10 µM; S. cerevisiae growth with nicotinamide, OD615; deaD strain in restrictive glucose medium; AID 775; actives 0.68% (n = 130,000);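 active = inhibition above a set limit, placed 3 SD over the median of all compounds, cut at about 26% in these data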;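 also: 0% = nicotinamide-treated wells and 100% = cells grown without nicotinamide; some compounds called inactive have numbers as strong as hits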
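Buffer or medium: CSMM-D glucose medium, restrictive; test system: modified budding yeast, DeaD strain; compound: single dose 10 µM compound, 0.25% DMSO; schedule: culture preincubation 4 h, compound exposure 48 h, both 30 °C; detection: optical density (absorbance) at 615 nm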
Measles CPE: protection of cells from measles virus; Measles virus-infected cells, CPE protection, absorbance; protection (pct of control), % at 4 µM; actives 1.5% (n = 140,000); in the data active = protection mostly above about 24%, no sharp cut-off; inactive = mostly below about 26%; also: some compounds called inactive have numbers as strong as hits
E-sel TNF inh: TNF alpha driven E-selectin expression inhibition; HUVEC TNFa-induced E-selectin immunofluorescence, high content; inhibition, % at 2 µM; actives 0.71% (n = 120,000); AID 1246;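 active = inhibition above the batch mean plus 3 SD, and confirmed as a hit on visual image review, cut at about 43% in these data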;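 also: 0% = TNF-stimulated DMSO wells and 100% = unstimulated control wells; not every result past the cut was called active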
GALR2 antag: GALR2 (human) receptor antagonism; O43603; GALR2-expressing cells, antagonist mode; inhibition, % at 4 µM; actives 0.39% (n = 140,000); AID 828; in the data active = inhibition above about 27%;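 also: cells stimulated with galanin 1-16 at roughly its EC80; 0% = agonist challenge control and 100% = basal control without agonist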
Target sequence (O43603 whole entry, looked up): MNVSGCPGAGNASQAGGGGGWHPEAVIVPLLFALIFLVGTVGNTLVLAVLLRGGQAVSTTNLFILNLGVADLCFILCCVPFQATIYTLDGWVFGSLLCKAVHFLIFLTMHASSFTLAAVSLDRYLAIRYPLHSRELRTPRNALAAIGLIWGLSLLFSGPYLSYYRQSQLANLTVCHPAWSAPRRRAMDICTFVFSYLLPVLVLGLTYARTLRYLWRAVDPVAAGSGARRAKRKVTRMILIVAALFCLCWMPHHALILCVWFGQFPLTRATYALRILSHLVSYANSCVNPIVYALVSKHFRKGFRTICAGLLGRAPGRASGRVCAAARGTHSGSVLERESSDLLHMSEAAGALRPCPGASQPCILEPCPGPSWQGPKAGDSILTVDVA
bCat KO growth: beta-catenin-lacking colon tumor cell growth suppression | actives 1.5% (n = 140,000) | HCT116 beta-catenin knockout viability, CellTiter-Glo, 60 h; hits give low values | viability, % at 10 µM;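 active = viability at or under a set limit, the compound median less 4 SD, cut at about 6% in these data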;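 also: 0% = Hyamine 1622 control at 20 µM and 100% = untreated cell control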
Phagocytosis inh: macrophage phagocytosis inhibition; inhibition, % at 5 µM; J774A.1 macrophage IgG-bead phagocytosis, imaging; AID 1029; actives 0.07% (n = 110,000);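 active = inhibition above the mean of the plate negative controls plus 5 SD, cut at about 13% in these data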;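 also: phagocytic index as fraction of beads internalized from green versus red external bead signal; plate controls were DMSO negative control for no effect and cytochalasin-D positive control for full effect; some results beyond the cut were filed as inactive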
NPY Y2 blocker: blocks the human neuropeptide Y Y2 receptor. P49146. NPY-Y2 expressing cells, antagonist mode. inhibition, % at 2.7 µM. actives 0.99% (n = 140,000); in the data active = inhibition above about 17%;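 also: 0% = vehicle with agonist challenge and 100% = reference antagonist with challenge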
Target sequence (P49146 whole entry, looked up): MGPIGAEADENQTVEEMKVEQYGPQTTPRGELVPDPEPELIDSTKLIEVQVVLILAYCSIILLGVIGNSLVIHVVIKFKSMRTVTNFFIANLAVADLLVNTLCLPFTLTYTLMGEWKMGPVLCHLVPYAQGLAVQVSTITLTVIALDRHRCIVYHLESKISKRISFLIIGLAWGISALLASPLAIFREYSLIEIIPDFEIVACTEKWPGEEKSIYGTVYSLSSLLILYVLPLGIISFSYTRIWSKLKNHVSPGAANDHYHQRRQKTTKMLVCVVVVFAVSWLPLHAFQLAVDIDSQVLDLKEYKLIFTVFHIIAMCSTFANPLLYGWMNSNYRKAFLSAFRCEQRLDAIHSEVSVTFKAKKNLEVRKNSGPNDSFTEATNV
MRP1 act: MRP-1 activation | H69AR cells + doxorubicin, viability rescue, CellTiter-Glo | viability increase, % at 10 µM | actives 0.61% (n = 140,000);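 active = viability gain under doxorubicin at or above a set limit, the compound median plus 3 SD, cut at about 4.7% in these data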;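 also: MRP-1 overexpressing cells given doxorubicin 25 µM after compound pretreatment; 18-22 h compound pretreatment then 72 h with doxorubicin before readout; 0% = doxorubicin-only wells and 100% = vehicle-treated cells without doxorubicin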
BB579 growth dn: yeast BB579 growth reduction in restrictive medium | inhibition, % at 10 µM | actives 0.51% (n = 140,000) | AID 804 | S. cerevisiae BB579 growth, OD615, 48 h;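 active = inhibition above a set limit, 3 SD over the mean compound inhibition, cut at about 44% in these data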; also: inactives centre near -24
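Test system: Saccharomyces cerevisiae DeaD strain BB579, replicative lifespan model yeast | Buffer or medium: Restrictive CSMM-D medium | Doses: One dose, 10 µM compound with 0.25% DMSO | Incubation: 48 h exposure, 30 °C | Detection: Culture absorbance at 615 nm | Control set: Amphotericin B at 10 µg/mL as positive control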
* hit, by the source's call; · = not tested or not shown.

SMILES	HCT116 PTEN-null	Yeast lifespan up	Measles CPE	E-sel TNF inh	GALR2 antag	bCat KO growth	Phagocytosis inh	NPY Y2 blocker	MRP1 act	BB579 growth dn
COC(=O)c1ccc(NC(=O)C23CC4CC(C2)CC(n2cncn2)(C4)C3)cc1	98	·	4	22	-19	88	·	1	-3.7	-45
Cc1ccccc1NC(=S)NCc1ccccc1	96	-3	8	10	-7	86	·	4	-3.9	-1
COc1ccc(CCn2c(N3CCN(Cc4ccccc4)CC3)nc3c2c(=O)[nH]c(=O)n3C)cc1	91	0	6	1	5	99	-1	0	-2.7	-12
Cc1ccccc1C(=O)Nc1ccccc1C(=O)NCc1ccccc1	80	-12	12	-84	9	80	·	0	-0.3	-44
Cc1nc(N2CCN(Cc3ccccc3)CC2)c(C#N)c2c1COC(C)(C)C2	65	·	9	0	1	68	·	1	-1.1	-40
Cn1c(=O)c2c(nc(N/N=C/c3ccc(OC(=O)c4ccco4)cc3)n2Cc2ccc(F)cc2)n(C)c1=O	48	0	6	7	-6	59	-2	4	-3.8	-2
CCOC(=O)c1c(NC(=O)c2cccc(N3C(=O)CCC3=O)c2)sc(C)c1C	92	-20	4	-5	3	95	4	2	-3.1	-38
Cc1nc2sc(C(c3ccccc3)N3CCOCC3)c(O)n2n1 (stereo unspecified)	93	·	10	6	-6	96	·	-5	-1.8	-39
O=C(N/N=C/c1ccccn1)c1cc(-c2cccc3ccccc23)n[nH]1	54	2	4	·	6	60	-3	6	0.4	-26
O=C1/C(=C\c2ccco2)SC(=S)N1Cc1ccccc1	79	-20	20	-21	-13	85	·	2	-1.8	-4
CC(C)NC(=S)N/N=C/c1ccc2c(c1)OCCO2	92	-5	12	·	10	103	-2	3	0.3	-10
Cc1cc[n+](CC(=O)c2cccs2)cc1	95	0	3	-6	2	95	·	2	-1.0	-17
COc1ccccc1CNC(=O)C/C(C)=N/NC(=O)Cc1ccccc1	105	-15	3	22	9	101	·	4	-0.6	11
COc1ccc(OC)c(-n2nnnc2SCC(=O)Nc2ccc(C(=O)N3CCCCC3)cc2)c1	80	-2	17	-10	2	80	-2	-1	0.9	-62
CSC1=NCCN1C(=O)C(C)Oc1ccccc1 (stereo unspecified)	99	-6	10	-30	20	94	0	2	-0.5	-64
Cc1ccc(C(=O)CSc2ncn[nH]2)cc1	97	-15	15	·	-5	87	-1	2	-0.6	-17
CCOc1cc(/C=C2\SC(=N)N(c3nonc3N)C2=O)ccc1OCC(N)=O	99	0	3	·	-3	92	-3	2	2.1	-45
O=C1CSC(c2cn(-c3ccccc3)nc2-c2cccs2)N1CC1CCCO1 (stereo unspecified)	78	-14	24	-19	1	96	-1	0	-0.8	-11
Cc1nc(N)sc1-c1nnc(SCC(=O)Nc2nccs2)n1C	108	2	4	-11	1	105	0	2	-2.0	-26
Cc1ccc(Nc2nnc(SC3CCOC3=O)s2)cc1 (stereo unspecified)	97	-6	16	29	-12	86	-13	1	0.2	-13
CCC(C)n1nnc2c(=O)oc3ccccc3c21 (stereo unspecified)	109	-3	7	-12	2	99	·	-2	-0.5	4
Cc1ccc2oc(-c3ccc(NC(=O)c4ccc5c(c4)OCO5)cc3)nc2c1	70	-1	9	0	3	87	·	-1	-4.7	-47
COc1ccc(S(=O)(=O)Nc2nnc(C(C)C)s2)cc1	104	23	15	26	16	100	-1	1	-0.2	-9
CCOc1ccc(N(CC(=O)NC2CCCC(C)C2C)S(=O)(=O)c2c(C)noc2C)cc1 (stereo unspecified)	70	3	4	10	8	78	0	20*	-2.0	-6
O=C(CCN1C(=O)/C(=C\c2cccs2)SC1=S)NC1=NCCS1	94	-1	14	·	8	87	-4	1	-1.5	-29
O=C(NCN1CCN(c2ccccn2)CC1)c1cnccn1	105	-5	23	-15	5	93	1	1	0.3	-36
COC(CNC(=O)C1CC(=O)N(CCc2ccccc2)C1)OC (stereo unspecified)	80	-7	8	-19	-9	88	-2	2	0.0	-48
CCOC(=O)COc1ccc2cc(C(=O)OCC)c(=O)oc2c1	99	-32	8	·	0	88	-3	0	-0.2	-7
CCN(CC)S(=O)(=O)c1ccc(OCC(=O)NCc2ccccc2)cc1	88	-5	8	-1	-8	86	2	-1	-1.8	-25
CC1(C)CC(=O)c2sc(NC(=O)c3ccc4ncsc4c3)nc2C1	92	-14	3	0	2	89	0	0	-3.7	-18
O=C(CN1C(=O)C2C3C=CC(C3)C2C1=O)Nc1ccc2c(c1)OCCO2 (stereo unspecified)	93	-4	4	·	8	100	-2	-2	-3.0	-33
CCCNC(=O)C/C(C)=N/NC(=O)COc1ccc(C)cc1Br	93	-6	35	·	3	96	-2	1	-2.6	-8
CCOC(=O)CNC(=O)CN1C(=O)CCS(=O)(=O)c2ccccc21	97	-3	6	-9	15	95	·	2	-3.1	-54
CC(C)(C)C(=O)CC1(O)C(=O)N(Cc2ccccc2)c2ccccc21 (stereo unspecified)	99	-9	7	-5	-1	102	0	3	-0.6	-17
O=C(Nc1cc(S(=O)(=O)N2CCCC2)ccc1Cl)C1=COCCO1	102	-7	27	-12	0	97	-1	-2	-0.9	-36
Cc1ccc(NC(NC(=O)Cc2ccccc2)C(Cl)(Cl)Cl)cc1 (stereo unspecified)	70	11	2	0	1	62	-11	1	-3.4	-16
COc1cccc2c(=O)n(CC(=O)N3CCc4ccccc43)ccc12	92	-7	0	18	-1	103	0	0	-0.8	-20
Cc1ccc(Sc2ccncc2S(N)(=O)=O)cc1	90	4	8	·	-5	87	-3	4	1.4	-8
CC(=O)Nc1ccc(NC(=O)CCCCCN2C(=O)c3ccccc3C2=O)cc1	101	-3	9	-7	-6	104	·	0	-0.9	-32
COc1ccc2c(c1)c(=O)oc1cc(OCC(=O)N3CCCC(C)C3)ccc12 (stereo unspecified)	82	-10	9	-4	8	91	-1	10	-3.3	-21
COc1ccc(-c2ccc(=O)n(CC(=O)NCc3ccco3)n2)cc1	113	22	7	·	6	103	-1	3	-1.8	-61
O=C(Nc1ccc2oc(-c3ccccc3)nc2c1)c1ccco1	102	5	11	·	9	99	-8	1	-0.9	-24
COc1cc(NC(=O)c2ccccc2Cl)c(OC)cc1NC(=O)CN1CCOCC1	107	-8	12	2	-3	107	0	1	0.2	-24
COc1cc(CNC2CCCC2)cc(OC)c1	98	4	6	5	6	95	0	0	-3.1	-20
O=S(=O)(NC1=NCCC1)c1cccc(NS(=O)(=O)c2ccc(OC(F)(F)F)cc2)c1	96	2	12	29	-3	88	-7	1	-2.2	-12
CCc1nnc(NC(=O)c2sc3nc4c(cc3c2N)CCCCCC4)s1	94	-3	16	·	12	91	12	0	-5.7	-14
CC1=C(C(=O)NCc2ccccc2)C(c2ccc(C)o2)n2ncnc2N1 (stereo unspecified)	97	-7	28	·	7	97	1	2	0.2	-57
Nc1ccc(O)cc1C(=O)OCC(=O)c1ccc(C2CCCCC2)cc1	77	8	3	16	13	72	4	-2	-4.3	-44
Cc1ccc2cc3c(NC(=O)C4CCCO4)nn(CC(C)C)c3nc2c1 (stereo unspecified)	96	-9	2	12	-11	98	1	0	-1.2	-11
COCCCn1c(=O)/c(=C\c2ccccc2OC(F)F)s/c1=C(/C#N)C(=O)NC(C)C	100	8	8	1	-12	91	-3	3	-1.6	10
Next records
SMILES	HCT116 PTEN-null	Yeast lifespan up	Measles CPE	E-sel TNF inh	GALR2 antag	bCat KO growth	Phagocytosis inh	NPY Y2 blocker	MRP1 act	BB579 growth dn
Cc1ccccc1C(=O)N1CCC(C(=O)Nc2ccc3c(c2)OCO3)CC1	96	2	7	·	-2	95	-4	1	-0.6	-22
O=C(N/N=C/c1cn(-c2ccccc2)nc1-c1ccc(F)cc1)c1ccc2c(c1)OCO2	48	-7	10	-17	3	53	·	0	-1.4	-8
COc1ccc(S(=O)(=O)NCc2csc(C)n2)cc1	96	-1	12	18	3	103	-3	-1	-0.6	3
Cn1nnnc1NCc1c(F)cccc1Cl	98	-7	7	1	1	96	1	2	-2.1	3
COc1ccc(O[C@H]2C=C[C@@H](c3ccccc3)O[C@@H]2CO/N=C/C[C@@H]2C=C[C@H](OC(C)=O)[C@@H](COC(C)=O)O2)cc1	85	2	5	20	-6	89	·	5	-3.3	-42
Nc1cccnc1Sc1cc(Cl)c(Cl)cc1Cl	83	-17	20	-11	-11	89	0	2	-4.9	-45
CCOc1ccc(OCCOc2ncnc3ccccc23)cc1	70	-27	4	-25	-6	72	·	2	-0.9	-50
CC1CN(C(=O)c2scc3c2OCCO3)CC(C)O1 (stereo unspecified)	94	-16	7	-36	-3	88	·	0	-0.6	-44
Cc1ccccc1OCc1nnc(SCc2cc(=O)[nH]c3ccccc23)n1-c1ccccc1	64	0	17	-11	-4	73	16	2	-2.7	7
NC(=O)C1CCN(c2nc(C3CC3)nc3c2nnn3Cc2ccccc2Cl)CC1	83	-18	4	·	-5	83	0	2	-4.6	-7
CCCn1c(SCC(=O)NCC2CCCO2)nc2c1c(=O)n(C)c(=O)n2C (stereo unspecified)	94	-8	4	-13	17	92	-3	4	-1.3	-18
C=CCc1ccccc1OCC(=O)OCCNC(=O)c1cccnc1	99	-4	4	·	10	101	2	5	-0.4	-9
CCC1(C)Cc2c(sc3nc(NN)n(C)c(=O)c23)CO1 (stereo unspecified)	60	-14	3	-30	9	37	-1	1	-3.0	-31
CCN(CC)c1ccc(NC(=O)c2ccco2)cc1	92	-4	4	-19	12	89	-1	2	0.3	25
Cc1cccc(C)c1Nc1nnc(SCC(=O)c2ccc(Br)s2)s1	74	3	9	·	-2	69	-10	5	-1.0	-49
COc1cccc2c(=O)c3c(cnn3C)n(C)c12	84	-20	9	-15	5	76	-1	6	-2.9	74*
O=C(c1cc2sccc2n1Cc1ccccc1)N1CCc2ccccc21	54	-11	6	·	-10	55	1	20*	-3.2	-31
CC(C)(C)C(=O)NC(=S)Nc1sc2c(c1C#N)CCCCC2	92	-1	6	-7	7	95	-5	4	0.9	10
Cc1cc(C)n2nc(SCC(=O)N(C)Cc3ccccc3)nc2n1	97	3	8	-15	-5	101	0	0	0.1	-26
Cc1ccc(-c2csc3ncnc(-n4cnc5ccccc54)c23)cc1	28	25	7	-40	-2	34	0	9	-4.3	-40
O=c1[nH]c2ccccc2nc1N1CCOCC1	89	-7	50	0	4	84	-5	1	-1.8	-30
CCN1CC2=C(OC(N)=C(C#N)C2c2cccs2)/C(=C/c2cccs2)C1 (stereo unspecified)	30	-15	10	12	-17	36	-1	9	-2.0	-45
CC(=O)Nc1ccc(Nc2cc(C)nc3c(-c4ccccc4)cnn23)cc1	39	-10	·	·	-2	51	-14	-3	-5.5	-36
COCc1cc(CN2CCN(C)CC2)c(O)c2ncccc12	81	-1	6	-33	1	69	-1	7	0.9	-67
